PAD4 inh = inhibitors of human PAD4; Q9UM07; recombinant PAD4, RCA probe fluorescence polarization; inhibition, % at 6.36 µM; 0.41% of 330,000 active; AID 485272;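 active = percent inhibition above a cutoff equal to the mean of all tested compounds plus 3 SD, cut at about 15% in these data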;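 note: 0% = PAD4 with RCA probe and DMSO and 100% = probe without PAD4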
Target sequence (Q9UM07 whole entry, looked up): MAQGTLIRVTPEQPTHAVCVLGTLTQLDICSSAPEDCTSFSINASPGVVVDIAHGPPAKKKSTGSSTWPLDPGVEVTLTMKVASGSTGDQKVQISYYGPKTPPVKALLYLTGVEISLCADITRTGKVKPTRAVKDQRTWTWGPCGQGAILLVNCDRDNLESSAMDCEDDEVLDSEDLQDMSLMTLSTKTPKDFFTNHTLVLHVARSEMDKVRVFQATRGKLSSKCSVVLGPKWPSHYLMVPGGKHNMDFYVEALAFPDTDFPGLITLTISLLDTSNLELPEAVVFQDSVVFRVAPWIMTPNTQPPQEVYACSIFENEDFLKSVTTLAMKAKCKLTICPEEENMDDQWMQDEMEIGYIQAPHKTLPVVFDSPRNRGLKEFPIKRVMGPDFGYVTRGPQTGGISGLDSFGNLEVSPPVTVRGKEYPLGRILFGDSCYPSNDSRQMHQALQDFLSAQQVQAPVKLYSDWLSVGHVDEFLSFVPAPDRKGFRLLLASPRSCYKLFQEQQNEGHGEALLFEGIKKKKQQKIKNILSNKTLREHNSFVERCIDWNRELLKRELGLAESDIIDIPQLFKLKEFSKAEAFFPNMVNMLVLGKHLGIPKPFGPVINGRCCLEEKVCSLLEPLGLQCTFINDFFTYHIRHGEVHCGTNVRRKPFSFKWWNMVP
LYPLA1 inh = blocks human lysophospholipase 1, a PME1 counter-screen. inhibition, % at 5.9 µM. AID 2174. recombinant LYPLA1, FP-Rh probe fluorescence polarization. 0.16% of 320,000 active. O75608;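 active = inhibition above the mean of all tested compounds plus 3 SD, set per campaign, cut at about 14% in these data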;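 note: inhibitors block serine hydrolase probe labeling of LYPLA1 so polarization falls; 0% = enzyme with DMSO and 100% = wells lacking LYPLA1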
pPAFAH FP inh = inhibitors of human plasma PAF acetylhydrolase (pPAFAH); Q13093; inhibition, % at 3.39 µM; recombinant pPAFAH, FP-rhodamine probe fluorescence polarization; 1.5% of 330,000 active;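 active = inhibition above the mean inhibition across the screen plus 3 SD, cut at about 25% in these data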;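 note: inhibitors block binding of the rhodamine activity-based probe so polarization drops; 0% = enzyme with DMSO and 100% = wells lacking pPAFAH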
PME-1 primary = PME-1 (human) inhibition. Q9Y570. recombinant PME-1, FP-Rh probe fluorescence polarization. inhibition, % at 5.9 µM. 0.53% of 320,000 active. AID 2130;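 active = inhibition above the campaign mean of all compounds plus 3 SD, cut at about 26% in these data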;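 note: competitive labeling of PME-1 active site by serine hydrolase directed probe; 0% = PME-1 with DMSO and 100% = wells lacking PME-1 enzyme; inhibitors block probe labeling so polarization falls and inhibition rises; many of its hits are not listed in these tables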
Target sequence (Q9Y570 whole entry, looked up): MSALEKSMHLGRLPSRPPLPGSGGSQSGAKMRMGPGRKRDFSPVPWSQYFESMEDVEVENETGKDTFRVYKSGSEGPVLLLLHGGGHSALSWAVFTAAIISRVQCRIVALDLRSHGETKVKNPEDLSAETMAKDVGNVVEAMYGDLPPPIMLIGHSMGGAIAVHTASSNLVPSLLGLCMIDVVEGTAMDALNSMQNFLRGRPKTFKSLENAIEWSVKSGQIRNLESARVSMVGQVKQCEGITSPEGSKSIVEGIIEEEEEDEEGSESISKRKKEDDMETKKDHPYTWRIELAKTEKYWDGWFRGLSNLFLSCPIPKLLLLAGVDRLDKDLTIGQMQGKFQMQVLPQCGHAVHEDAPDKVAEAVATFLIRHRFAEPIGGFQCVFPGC
LYPLA2 inh = blocks human lysophospholipase 2, a PME1 counter-screen | recombinant LYPLA2, FP-Rh probe fluorescence polarization | inhibition, % at 5.9 µM | 0.38% of 320,000 active | AID 2177;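 active = inhibition above the screen-wide mean plus 3 SD, limit set per campaign, cut at about 26% in these data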;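 note: 0% = LYPLA2 with DMSO and 100% = wells lacking LYPLA2 enzyme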
PAFAH1B3 inh = inhibitors of human PAFAH1B3. Q15102. recombinant PAFAH1B3, FP-rhodamine probe, fluorescence polarization. inhibition, % at 3.39 µM. 0.28% of 340,000 active;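 active = inhibition above the screen-wide average of all tested compounds plus 3 SD, cut at about 25% in these data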;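 note: 0% = enzyme with DMSO only and 100% = wells lacking PAFAH1B3 protein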
PAFAH1B2 inh = PAFAH1B2 (human) inhibition; 1.2% of 340,000 active; P68402; recombinant PAFAH1B2, FP-rhodamine activity probe, fluorescence polarization; inhibition, % at 3.39 µM;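 active = inhibition above the mean of all tested compounds plus 3 SD, cut at about 24% in these data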;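 note: 0% = enzyme with DMSO and 100% = wells lacking PAFAH1B2; many of its hits are not listed in these tables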
PAFAH2 FP inh = inhibitors of human PAFAH2; Q99487; recombinant PAFAH2, FP-rhodamine activity probe, fluorescence polarization; inhibition, % at 3.39 µM; 0.99% of 340,000 active;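 active = inhibition above the mean over all tested compounds plus 3 SD, cut at about 30% in these data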;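 note: inhibitors block probe labeling of enzyme so polarization drops; 0% = enzyme with DMSO and 100% = wells lacking PAFAH2 protein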
GSTO1 inh = GSTO1 inhibition, counter-screen for RBBP9 inhibitors | P78417 | inhibition, % at 5.96 µM | recombinant GSTO1, activity-based probe fluorescence polarization | AID 1974 | 1.1% of 300,000 active;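 active = inhibition above the campaign mean inhibition plus 3 SD, cut at about 35% in these data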;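 note: 0% = GSTO1-1 with DMSO and 100% = wells lacking GSTO1-1 enzyme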
* = called active by the depositor; x = no result given; & = joins results of further samples.

Every second line gives: PAD4 inh | LYPLA1 inh | pPAFAH FP inh | PME-1 primary | LYPLA2 inh | PAFAH1B3 inh | PAFAH1B2 inh | PAFAH2 FP inh | GSTO1 inh
[1] CCOC(=O)c1ccc(NC(=O)Nc2ccn(C)n2)cc1
→ -5 | -4 | -5 | -13 | -7 | -1 | 1 | -6 | -5
[2] COc1cccc(C2C3=C(N=c4s/c(=C\c5cccc(O)c5)c(=O)n42)c2ccccc2CC3)c1OC (configuration not stated)
→ -3 | -36 | 7 | -37 | -59 | -33 | -22 | -45 | -8
[3] O=C(N/N=C/c1cccs1)C(O)c1ccccc1 (configuration not stated)
→ -5 | 0 | 6 | -2 | -2 | 6 | 2 | -5 | -2
[4] COc1ccc2c(c1)Sc1ccccc1N2CCN(C)C
→ -2 | 2 | -2 | 4 | -4 | -4 | 3 | 8 | 12
[5] Cc1ccc(-n2nc(N)c3c(=O)oc(N(C)C)nc32)cc1
→ 1 | 5 | 20 | 3 | 6 | 6 | 3 | 56* | -5
[6] CCc1cc2c(=O)[nH]c(Cc3ccc(OC)cc3)nc2s1
→ -4 | -3 | -1 | -10 | -5 | 13 | 3 | -5 | -1
[7] CCc1ccc(NC(=O)Cn2cnc3sc(C)c(S(=O)(=O)N4CCOCC4)c3c2=O)cc1
→ 2 | 0 | 8 | -1 | 5 | 9 | 2 | -1 | 9
[8] CCOCCCn1c(SCC(=O)NCc2ccco2)nc2c(sc3ccccc32)c1=O
→ 1 | -4 | 4 | -3 | -3 | 5 | 1 | 2 | 2
[9] Cc1ccc(NC(=S)NCCc2c[nH]c3ccccc23)cc1
→ -1 | -1 | 2 | 5 | 7 | 5 | 5 | 3 | -2
[10] Cc1ccc(N2C(=O)CSC2c2ccc3c(c2)OCO3)cc1 (configuration not stated)
→ -5 | -3 | 5 | 0 | -3 | -5 | 4 | -7 | 1
[11] C=CC[C@H](CC(=O)NCCO)C(=O)N[C@H](COC(=O)[C@@H](CC=C)Cc1ccc(F)cc1)Cc1ccccc1
→ 6 | x | 3 | x | x | 4 | 14 | -1 | x
[12] Nc1ccc2nc(SCc3ccccc3F)sc2c1
→ 0 | -2 | 15 | 5 | 5 | 7 | 2 | 5 | 3
[13] CC1=NN(C(=S)Nc2ccccc2)C(C)(C)C1
→ -4 | 6 | 5 | 0 | 4 | 16 | 3 | -2 | -3
[14] CCN1C(=O)[C@H]2[C@@H](c3ccc(C)cc3)N3C(=O)N(c4ccccc4)C(=O)[C@@]3(Cc3ccccc3)[C@H]2C1=O
→ -3 | -1 | 2 | 3 | 0 | -5 | 6 | 2 | 7
[15] CC(NC(=O)/C=C/c1ccccc1[N+](=O)[O-])C1CC2CCC1C2 (configuration not stated)
→ 0 | 0 | 8 | 6 | -3 | 2 | 9 | 9 | -4
[16] C=CCOc1ccc(/C(O)=C2\C(=O)C(=O)N(CCCOC)C2c2ccc(O)c(OC)c2)cc1 (configuration not stated)
→ -1 | 4 | 6 | -2 | 8 | 3 | 4 | 2 | 9
[17] CN1CCN(S(=O)(=O)c2ccc(NC(=O)c3ccc(F)cc3)cc2)CC1
→ -4 | -1 | -1 | 1 | 4 | 5 | 4 | -11 | -1
[18] CCc1cccc(C)c1NC(=O)COC(=O)CNC(=O)c1cccs1
→ -5 | 1 | -2 | 1 | -5 | 1 | -10 | 5 | 1
[19] CC(=O)N(Cc1ccc2c(c1)OCO2)C1CC(=O)N(CCc2ccccc2)C1=O (configuration not stated)
→ 1 | 1 | 7 | 4 | 3 | 3 | 8 | -2 | 10
[20] CCc1sc(C(=O)NCCCn2ccnc2)cc1Br
→ -4 | 2 | -2 | 1 | -2 | 8 | 5 | 6 | 0

Entries above shown as hits in PAFAH2 FP inh.
| item | smiles | PAD4 inh | pPAFAH FP inh | PME-1 primary | PAFAH1B3 inh | PAFAH1B2 inh | PAFAH2 FP inh |
| --- | --- | --- | --- | --- | --- | --- | --- |
| 5 | Cc1ccc(-n2nc(N)c3c(=O)oc(N(C)C)nc32)cc1 | 1 | 20 | 3 | 6 | 3 | 56* |

(continued)
Every second line gives: PAD4 inh | LYPLA1 inh | pPAFAH FP inh | PME-1 primary | LYPLA2 inh | PAFAH1B3 inh | PAFAH1B2 inh | PAFAH2 FP inh | GSTO1 inh
[21] CCOC(=O)c1c(NC(=S)Nc2cccc(C)c2)sc2c1CC(C)(C)SC2
→ -1 | -13 | 4 | -5 | -15 | 1 | 12 | 0 | -6
[22] O=C(COc1cc(Cl)c(Cl)cc1Cl)NC(=O)NC1CCCC1
→ 2 | 1 | 6 | -7 | 0 | -4 | 4 | -7 | -1
[23] O=C(Nc1cccc(NC(=O)c2ccc3c(c2)OCO3)c1)c1ccccc1
→ 1 | -3 | -12 | -1 | -1 | 1 | -2 | -6 | -7
[24] CCOc1ccc(CCNC(=O)COC(=O)/C=C/c2ccco2)cc1OCC
→ -4 | 3 | 8 | 1 | 1 | 8 | 0 | 5 | 4
[25] CCC(=O)N1N=C(c2c(O)n(C)c(=O)n(C)c2=O)CC1c1ccccc1 (configuration not stated)
→ 3 | -1 | 1 | -1 | -1 | 10 | 6 | -3 | 6
[26] O=C(C1CC1)N1CCc2cc(Br)cc(S(=O)(=O)NCCCN3CCCCC3)c21
→ -5 | -8 | 7 | 1 | -1 | 3 | -1 | -7 | 4
[27] NC(=O)COC(=O)c1ccc(Cl)c(S(=O)(=O)N(Cc2ccccc2)c2ccc(Cl)cc2)c1
→ 2 | -10 | 2 | 0 | -15 | -1 | 2 | -8 | -5
[28] Cc1nnc2sc(SCc3ccc(Cl)cc3)nn2c1=O
→ 3 | 0 | 6 | 6 | 1 | 5 | 7 | 7 | 2
[29] C=CCN(CC=C)S(=O)(=O)c1ccc(NC(=O)COc2ccccc2OC)cc1
→ -6 | -3 | -16 | -5 | -4 | -4 | 6 | 0 | -15
[30] CN1C(=O)C(C)(C)c2cc(S(=O)(=O)N3CCC(C(=O)Nc4ccc(Cl)cc4)CC3)ccc21
→ -5 | -1 | -8 | 2 | 1 | -3 | 0 | -6 | 5
[31] O=C(NC1CCCCC1)c1cc([N+](=O)[O-])ccc1N1CCCC1
→ -2 | -1 | 2 | 1 | -1 | 1 | 2 | 4 | 4
[32] CC(C)C[C@H](N)c1nnc(SCC(=O)Nc2ccc(Br)cc2)o1
→ 6 | -7 | -5 | 0 | -6 | -1 | -3 | 6 | 2
[33] O=C1CCCC(=O)N1c1ccc(O)cc1
→ -1 | 3 | 1 | -1 | 2 | 8 | 1 | 4 | 6
[34] COc1ccc(-c2nnc(SCC(=O)N/N=C/c3ccccc3C(=O)O)n2-c2ccc(Cl)cc2)cc1
→ 5 | -1 | 2 | 2 | 7 | 4 | -1 | -1 | 6
[35] O=C(CS(=O)(=O)c1ccccc1)Nc1nccs1
→ -3 | -1 | 4 | 1 | 0 | -1 | 3 | 9 | -3
[36] CC(=O)N1CCCc2cc(S(=O)(=O)CCC(=O)N3CCN(c4ccccc4)CC3)ccc21
→ 4 | -1 | -6 | -2 | -4 | 6 | 5 | 0 | -2
[37] COc1ccc([C@H]2CC(=O)C=C(c3cc4ccccc4s3)C2)cc1OC
→ -3 | -9 | 2 | -7 | -1 | -5 | 1 | 1 | x
[38] CC1(C)C(=O)Nc2ccccc2N1C(=O)CSc1nnc2ccccn12
→ -3 | 2 | 10 | 0 | 6 | 4 | 1 | 8 | 0
[39] CC(C(O)c1ccc(O)cc1)N1CCC(Cc2ccccc2)CC1 (configuration not stated)
→ -14&-6&1 | 1&2 | -4&-6&2 | -5&1 | -2&4 | 8&-4&-1 | 8&-4&2 | 7&0&-1 | 0&1
[40] Cn1cccc1/C=N/NC(=O)Cn1cnc2ccccc21
→ -1 | -1 | -7 | -13 | -5 | 4 | -2 | -6 | 0
[41] COc1ccc(NC(=O)c2ccccc2NC(=O)CSc2ccccc2)cc1
→ -5 | -2 | -4 | 4 | -9 | 8 | 1 | 1 | 5
[42] Cc1cc(NC(=O)CSc2nnc(-c3ccc4c(c3)OCCO4)o2)no1
→ 2 | -1 | 19 | -2 | 5 | 6 | 1 | -2 | 11
[43] Cc1ccc(C)c(OCCC(=O)N2CCN(S(=O)(=O)c3cc(F)ccc3F)CC2)c1
→ -6 | -3 | -6 | -2 | -2 | 11 | -4 | 11 | x
[44] CCOC(=O)C1=C(C)NC(SC)=NC1c1ccc(OC)cc1 (configuration not stated)
→ -3 | -3 | -5 | -1 | 4 | 2 | 3 | 2 | 0
[45] O=C(NNC(=O)c1ccc2c(c1)OCO2)NC1CCCCC1
→ -3 | -2 | -4 | 7 | 0 | 0 | 1 | 3 | 11
[46] CC(C)(C)NC(=O)CN1CCC(O)(c2ccc3c(c2)OCO3)CC1
→ 4 | 6 | 7 | 1 | 3 | 5 | 3 | 4 | -1
[47] Cc1ccc(C(=O)COC(=O)COc2ccccc2C)cc1
→ 6 | 2 | 6 | 1 | -2 | 10 | 8 | 0 | 16
[48] COc1ccc(N2CCN(C(=O)NC(=O)c3ccc(Cl)cc3)CC2)cc1
→ -1 | 1 | 2 | 0 | 9 | -4 | -6 | -4 | -1
[49] COc1cccc(/C=N/N2CCN(Cc3ccccc3)CC2)c1O
→ 0 | -1 | 6 | 4 | 9 | 9 | 3 | 2 | -3
[50] Cc1nnc(SCC(=O)NC2CCCCCC2)n1C(C)C
→ -6 | 0 | 2 | 8 | 0 | -3 | 4 | 1 | 2
[51] O=C(CN1c2cccc3cccc(c23)S1(=O)=O)Nc1ccccc1Br
→ 2 | x | 9 | x | x | 4 | -1 | 0 | x
[52] O=C(COC(=O)C1CCN(c2ccc(C(F)(F)F)cn2)CC1)Nc1ccc(Cl)cn1
→ -1 | 1 | 16 | -6 | 13 | 11 | 1 | 5 | -3
[53] CCOc1ccc(NC(C)=O)cc1[N+](=O)[O-]
→ 10 | 8 | 1 | 3 | 0 | 0 | 2 | 0 | -1
[54] Cc1ncc(CO)c2c1Oc1nc(-c3ccccc3F)nc(SCC(=O)N(C)c3ccccc3)c1C2
→ -2 | -2 | -9 | -2 | -2 | 6 | 8 | 2 | -9
[55] COCCSc1nnc(NS(=O)(=O)c2ccccc2)s1
→ -2 | 1 | 3 | -2 | -5 | 1 | -5 | -2 | 0
[56] CCOC(=O)/C(C#N)=C\C1=C(N2CCCC2)CC(C)(C)OC1
→ -1 | 1 | 3 | -2 | -1 | 1 | 1 | -1 | 0
[57] O=C(NCCn1cccn1)c1ccc(OC2CCN(C(=O)C3CC3)CC2)cc1
→ 4 | 1 | 2 | -3 | 0 | -2 | 3 | 0 | 6
[58] COc1ccc([C@H]2[C@H](C(=O)OC(C)(C)C)N3N=Cc4ccccc4C3C23C(=O)c2ccccc2C3=O)c(OC)c1 (some centres not stated)
→ -6 | 0 | 0 | 3 | -1 | 7 | 4 | -3 | 3
[59] COc1ccc(CCN2CCCC(CN(C)Cc3cccc(OC)c3)C2)cc1 (configuration not stated)
→ 2 | 0 | 2 | -2 | 2 | 2 | 1 | 4 | -6
[60] CCOC(=O)c1nn(-c2ccc(OC)cc2)c(=O)c2c(N)scc12
→ -4 | 1 | 2 | 2 | 2 | -2 | 5 | -2 | 11
[61] CC(C)CN(C(=O)CN1CCN(c2cccc(Cl)c2)CC1)c1c(N)n(CC(C)C)c(=O)[nH]c1=O
→ -1 | 0 | 4 | -2 | 2 | 12 | -1 | -8 | 0

Entries by screen from above:
PME-1 primary for entries 51 to 58: x, -6, 3, -2, -2, -2, -3, 3
LYPLA1 inh for entries 51 to 58: x, 1, 8, -2, 1, 1, 1, 0
LYPLA2 inh for entries 51 to 58: x, 13, 0, -2, -5, -1, 0, -1

The list is partial. The share of hits here may be higher or lower than overall.
